# Screening results deposited in PubChem by Sanford-Burnham Center for Chemical Genomics.
# Hsp70 inhibitors – Hsp70 inhibitors, probe displacement, primary screen, biochemical, fluorescence polarization (AID 583). one-dose displacement, % at 20 µM; IC50 in µM for titrated hits. Hsp70 fluorescence polarization probe displacement, mP; higher % means a stronger effect. actives 0.06% (n = 140,000); in the data active means displacement above about 50%;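 further: plate controls were vehicle for no effect and reference ligand for full effect; a part of the inactive calls stands beside numbers as strong as those of hits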
# MKP-3 inhibition – MKP-3 phosphatase inhibitors, primary screen, biochemical, rat enzyme, in vitro (AID 425) | recombinant MKP-3 phosphatase activity, fluorescence; higher % means a stronger effect | inhibition, % at 20 µM; hits with a dose series show IC50 in µM | actives 0.17% (n = 110,000); in the data active means inhibition above about 50%;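 further: plate controls were vehicle for no effect and reference inhibitor for full effect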
# Active calls of the source: *; · = not tested or not shown.
# Below each SMILES – Hsp70 inhibitors, MKP-3 inhibition
- CCOC(=O)NC(=O)/C(C#N)=N\Nc1ccc(Cl)cc1
→ -2.1%, ·
- C#CC1CN(Cc2ccccc2)CC(C#C)N1C (stereo not given)
→ 2.7%, -2.7%
- CC(O)CN=c1cc(-c2ccccc2)oc2ccc(Cl)cc12 (stereo not given)
→ 3.0%, ·
- Cc1ccc2oc(-c3cccc(NC(=O)COc4ccc(Cl)c(C)c4)c3C)nc2c1
→ -1.3%, 2.0%
- Cc1cc(NC(=O)CSc2cn(CCNC(=O)c3ccc(Cl)cc3)c3ccccc23)no1
→ -0.7%, -1.1%
- CC(C)(C)c1cc(S(N)(=O)=O)c2cc(C(C)(C)C)cc(S(N)(=O)=O)c2c1
→ -2.5%, -1.9%
- c1ccc2c(c1)[nH]c1c(N3CCN(C4CCCCC4)CC3)ncnc12
→ 0.9%, 6.2%
- CCN(CC)CC(=O)Nc1ccc2c(c1)N(C(=O)CN(CC)CC)c1ccccc1CC2
→ 6.3%, ·
- Cc1occc1-c1nnc(SCC(=O)N2CCOCC2)o1
→ 2.0%, -5.2%
- CCOC(=O)C1=C(C)N=C(SC)N(C)C1c1ccccc1 (stereo not given)
→ 0.3%, ·
- COc1cccc(C2CC(c3ccc(C(C)C)cc3)n3nc(N)nc3N2)c1 (stereo not given)
→ -2.3%, 3.8%
- Cc1nnc(Nc2cccc(Nc3nnc(C)c4ccccc34)c2)c2ccccc12
→ -5.6%, 1.1%
- C#CCN1C(=O)C(O)(CC(=O)c2cc(OC)ccc2OC)c2ccccc21 (stereo not given)
→ 1.7%, 1.3%
- Cc1cc(NC(=O)CS(=O)(=O)c2cn(Cc3ccccc3Cl)c3ccccc23)no1
→ -1.1%, 2.9%
- CC(=O)NCCc1ccc(S(=O)(=O)NCc2ccc3c(c2)OCO3)cc1
→ -0.3%, -4.1%
- O=C(Oc1ccc(N2C(=O)CCC2=O)cc1)c1ccco1
→ -3.4%, -9.5%
- CCN(c1ccc(NC(=O)COC(=O)c2ccc3ccccc3n2)cc1)C(C)C
→ 1.5%, ·
- CCOC(=O)c1ccc(-n2c(CN3C(=O)c4ccccc4C3=O)nc3ccccc3c2=O)cc1
→ 2.6%, 0.4%
- CCCCNC(=O)c1nn(-c2ccccc2OC)c(=O)c2ccccc12
→ 4.0%, 8.2%
- COc1cc(C=C2C(=O)NC(=O)NC2=O)cc(I)c1OCc1ccc(Cl)cc1
→ 2.9%, 3.4%
- O=S(=O)(c1ccc(F)cc1)N1CCCC(CO)C1 (stereo not given)
→ 6.1%, 0.4%
- CCOC(=O)c1c(NC(=O)Cn2cnc([N+](=O)[O-])n2)sc2c1CCC2
→ 8.8%, -3.2%
- COc1ccc(/C=N/c2oc(C)c(C)c2C#N)cc1
→ 1.0%, -1.5%
- C/C=C/COC(=O)C1=C(C)NC(=O)NC1c1cccc(Br)c1 (stereo not given)
→ 5.5%, 0.9%
- Cc1cc2c(c(=O)n1Cc1ccccn1)C(C(C)C)C(C#N)=C(N)O2 (stereo not given)
→ 2.3%, 0.1%
- CCOc1ccc(-n2nc3ccc(NC(=O)c4ccc([N+](=O)[O-])o4)cc3n2)cc1
→ 5.4%, -1.1%
- Cc1cc(C)n(-c2nc(Nc3cccc(C(F)(F)F)c3)nc(-n3nc(C)cc3C)n2)n1
→ 3.1%, 5.6%
- Cc1ccc(C)c(C(=O)CN2C(=O)CCC2=O)c1
→ 37.0%, -10.3%
- Cc1ccc(CN(C(=O)c2cc(=O)c3cc(Cl)c(C)cc3o2)C2CCS(=O)(=O)C2)cc1 (stereo not given)
→ -2.1%, ·
- CC(C)CNc1oc(-c2ccc(F)cc2)nc1C#N
→ -3.3%, -11.1%

# Reprinted from the part before: 3 compounds, then new ones.
# Below each SMILES – Hsp70 inhibitors, MKP-3 inhibition
- Cc1ccc(C)c(C(=O)CN2C(=O)CCC2=O)c1
→ 37.0%, -10.3%
- Cc1ccc(CN(C(=O)c2cc(=O)c3cc(Cl)c(C)cc3o2)C2CCS(=O)(=O)C2)cc1 (stereo not given)
→ -2.1%, ·
- CC(C)CNc1oc(-c2ccc(F)cc2)nc1C#N
→ -3.3%, -11.1%
- O=C(NCc1ccccc1Cl)c1ccc2c(=O)n(CCCN3CCCC3=O)c(=S)[nH]c2c1
→ 0.7%, ·
- Cc1cc(OCC(O)CN(CCO)CCO)ccc1Cl (stereo not given)
→ -1.7%, 1.4%
- CC(=O)CC(C)=NCCN=C(C)CC(C)=O
→ 5.1%, -4.2%
- Cc1ccc(C2(C)NC(=O)N(CC(=O)NC(=O)NC3CCCC3)C2=O)cc1 (stereo not given)
→ 5.2%, -15.8%
- Cc1cc(/C=C(\C#N)C(=O)NCc2cccs2)c(C)n1-c1ccccc1F
→ -4.9%, ·
- CCOC(=O)N1CCN(c2ncnc3c2cnn3-c2ccc(OC)cc2)CC1
→ -6.0%, -8.0%
- CCC1CCc2[nH]nc(C(=O)O)c2C1 (stereo not given)
→ -2.6%, ·
- CC(C)c1nc(SCC(=O)N2CCCC2)c2ccccc2n1
→ -1.8%, -0.7%
- COc1ccc(-c2cc(C(F)(F)F)nc(N3CCN(Cc4ccccc4)CC3)n2)cc1OC
→ 2.9%, -6.8%
- Cc1ccc(C(=O)/C=C(/N)C(F)(F)F)cc1
→ 1.8%, -1.1%
- O=c1c2ccccc2n(Cc2cccc(C(F)(F)F)c2)c2ccccc12
→ 2.1%, 5.2%
- O=P(c1ccccc1)(c1ccccc1)C(O)c1ccncc1 (stereo not given)
→ -0.1%, -6.5%
- CC(=O)c1cccc(NC(=O)c2cncc(Br)c2)c1
→ 5.7%, -10.2%
- CCC(=O)Nc1cc(C)c(NC(=O)c2ccccc2OC)cn1
→ 3.8%, -1.2%
- Cc1c(OCC(=O)c2ccccc2)ccc2c1oc(=O)c1ccccc12
→ -0.4%, -1.2%
- C=CCNC(=O)N[C@@H](CCSC)C(=O)OC
→ 1.8%, -5.5%
- CSc1cccc(NS(=O)(=O)c2ccc(F)cc2)c1
→ -2.1%, -0.2%
- COc1ccc(C(=O)c2ccc(N3CCN(C(=O)c4ccc(F)cc4)CC3)c(F)c2)cc1Br
→ -7.1%, ·
- Cc1ccccc1N1OC2C(=O)N(c3ccc(Br)cc3)C(=O)C2C1c1ccco1 (stereo not given)
→ -1.4%, 3.5%
- O=C(c1ccccc1F)N1CCN=C1SCc1cccnc1
→ -4.1%, -0.7%
- CCc1nnc(NC(=O)CSc2nnc(-c3c[nH]c4ccccc34)n2C)s1
→ 0.6%, 3.3%
- Cc1ccc(C(=O)N/C(=C/c2cccc3ccccc23)C(=O)N2CCCC2)cc1
→ 7.1%, -2.7%
- CCCn1c(CN2CCN(C(=O)OCC)CC2)nc2c1c(=O)n(C)c(=O)n2C
→ 3.3%, -11.4%
- Cc1ccc2c(c1)nnn2C1CCN(S(=O)(=O)c2ccc(C(=O)N3CC(C)CC(C)C3)cc2)CC1 (stereo not given)
→ -0.3%, -2.2%
- Cc1ccccc1N(CC(=O)NCCc1ccccc1)C(=O)c1ccc(N2CCCC2)nc1
→ 3.7%, 3.6%
- O=C(O)CC(CC(=O)Nc1nncs1)c1ccccc1 (stereo not given)
→ 0.8%, -9.9%
- CCOC(=O)CSc1nc(Nc2ccc3c(c2)OCO3)c2ccccc2n1
→ 3.3%, ·
- Cc1cc(C(=O)NCCCn2ccnc2)cs1
→ 4.1%, -1.2%
- CSc1nc2ccccc2n1C(=O)Oc1ccccc1
→ 2.0%, -7.8%
- Cc1cc(C)c(NC(=O)CSc2nc3c(c(=O)n2C)SC(C)C3)c(C)c1 (stereo not given)
→ -2.3%, -7.2%

# The list continues.
# Below each SMILES – Hsp70 inhibitors, MKP-3 inhibition
- O=c1[nH]n2c(=O)c3c([nH]c2c1N=Nc1cccc(C(F)(F)F)c1)CCCC3
→ 5.2%, ·
- Cc1cc(C)cc(NC(=O)CSc2nnc(-c3ccccc3)n2N)c1
→ -1.8%, 2.7%
- O=C(NC1CCCCC1)C(c1ccccc1)c1ccccc1
→ 4.7%, 4.0%
- C=CCN(C(=O)CN1CCOCC1)c1nc(C)c(-c2ccccc2)s1
→ 1.8%, -4.5%
- NC(=O)C1(c2ccccc2)CCOCC1
→ 8.5%, -0.9%
- Cc1cc(OCC(=O)Nn2cnnc2)c(C)cc1Br
→ 3.7%, -1.0%
- CCOC(=O)C(=C/C=C/c1ccccc1)C(=O)OCC
→ -0.7%, 2.9%
- COC(=O)c1cc(C(=O)Nc2ccccc2C(N)=O)cc([N+](=O)[O-])c1
→ 2.0%, 0.2%
- COc1ccc(CC(NC(C)=O)C(=O)NC2CCN(C(=O)Nc3ccccc3Cl)CC2)cc1OC (stereo not given)
→ -1.2%, ·
- COc1cccc(CN2CCN(S(=O)(=O)c3ccc(C)cc3)CC2)c1
→ -3.8%, 2.9%
- CC(C)(C)c1cc(C(=O)N/N=C/c2ccc([N+](=O)[O-])cc2)n[nH]1
→ -2.8%, -0.6%
- CCC(=O)Nc1nc(C)c(-c2csc(Nc3ccc(C(=O)O)cc3)n2)s1
→ -0.2%, 4.9%
- COc1ccc(CC(NC(C)=O)C(=O)N2CCN(C(=O)N(C(C)C)C(C)C)CC2)cc1 (stereo not given)
→ 1.9%, -16.5%
- CCOC(=O)C1=C(C)N=c2s/c(=C\c3cccc(O)c3)c(=O)n2C1c1cccc(OC)c1 (stereo not given)
→ 0.0%, 2.9%
- COc1ccc(NC(=O)CNS(=O)(=O)c2ccc3nc(C)sc3c2)c(OC)c1
→ 0.8%, -9.8%
- COc1ccc(C(=O)N2CCN(c3ccc(F)cc3)CC2)cc1[N+](=O)[O-]
→ 4.8%, 1.7%
- COc1ccc(/C=N\NC(=O)CNc2ccccc2C)cc1
→ 1.2%, 0.2%
- O=C(NC1CCCCC1)c1ccc(S(=O)(=O)NCc2cccnc2)cc1
→ -2.8%, -14.4%
- COc1ccc(S(=O)(=O)NCc2ccc(C(=O)O)cc2)cc1
→ -1.5%, 1.0%
- CCCCCc1c(O)nc(SCC(=O)NCC2CCCO2)[nH]c1=O (stereo not given)
→ -1.4%, -5.1%
- O=C(O)/C=C\C(=O)Nc1ccccc1C#Cc1ccc(Br)cc1
→ 0.0%, -2.2%
- O=C(/C=C/c1ccccc1)NC(=S)Nc1ccc(NC(=O)c2ccco2)cc1
→ 0.2%, 3.7%
- COc1ccc(-n2c(SCC(=O)Nc3nccs3)nc3c(c2=O)SC(C)C3)cc1 (stereo not given)
→ 9.3%, -3.9%
- COc1cc(Oc2ccccc2)nc(N)n1
→ -1.1%, 1.6%
- CCC/C(O)=N\S(=O)(=O)c1ccc(N=NN(C)C)cc1
→ 2.2%, ·
- COc1ccc(S(=O)(=O)N2CCN(c3ccccn3)CC2)cc1OC
→ 4.7%, -14.8%
- COCCCNC(=O)c1ccc2c(c1)OCO2
→ 6.6%, -1.6%
- CC/C(C)=N/Nc1nc(-c2ccccc2)c(C)s1
→ -1.6%, 3.5%
- O=C(O)c1ccccc1C(=O)Nc1ccccn1
→ 5.3%, -5.8%
- Cc1ccccc1CN1CCNC1=O
→ -1.2%, -1.5%

# Additional entries follow.
# Below each SMILES – Hsp70 inhibitors, MKP-3 inhibition
- Cc1cc(Cl)ccc1OCC(=O)N1CCOCC1
→ 0.4%, 1.7%
- COc1cc(C(=O)N2CCN(c3ccc(F)cc3)CC2)cc(OC)c1OC
→ -2.9%, 2.0%
- Cc1ccc(S(=O)(=O)C(=O)Nc2cccc3nsnc23)cc1
→ 6.9%, -5.0%
- COc1ccc(CCNC(=O)c2cc(-c3ccc4c(c3)OCO4)on2)cc1OC
→ -0.5%, 7.3%
- COC(=O)C(C)Sc1nc2c(cnn2-c2ccc(C)cc2)c(=O)[nH]1 (stereo not given)
→ -3.2%, 3.1%
- O=C(Nc1nnc(-c2ccccc2Cl)o1)c1ccc(S(=O)(=O)N2CCCCCC2)cc1
→ -0.1%, 1.5%
- CCOC(=O)C1CCN(S(=O)(=O)c2ccc3c4c(cccc24)C(=O)N3)CC1
→ 1.8%, 1.1%
- CC(=O)OCCN1C(=O)c2ccc(Oc3cccc(Oc4ccc5c(c4)C(=O)N(CCOC(C)=O)C5=O)c3)cc2C1=O
→ 3.7%, -3.0%
- CC(C)OC(=O)c1cccc(C(=O)O)n1
→ -1.4%, -4.8%
- O=C(Nc1cc(Cl)ccc1Cl)c1ccc(-c2ccc(Cl)cc2)o1
→ -2.4%, -2.1%
- CN(C)CCC#CC1(O)c2ccccc2-c2ccccc21
→ 1.1%, 0.7%
- CCOc1ccc(S(=O)(=O)Nc2ccc(S(=O)(=O)N3CCCC3)cc2)cc1
→ 4.9%, ·
- O=C(CSc1ccc2nnc(-c3ccc(F)cc3)n2n1)NCC1CCCO1 (stereo not given)
→ -2.2%, -0.3%
- Cc1cccc(C)c1NC(=O)CSc1nnc(-c2ccco2)n1N
→ -0.8%, 3.7%
- Cc1cc(C(=O)N(C2CCCCC2)C2CCCCC2)no1
→ -1.5%, 1.4%
- CC1=C(C#N)C(c2cc3c(cc2[N+](=O)[O-])OCO3)C2=C(CC(C)(C)CC2=O)N1 (stereo not given)
→ -0.5%, 4.8%
- CCOC(=O)c1c(NC(=O)C2(c3ccccc3)CCCC2)sc2c1CC(C)(C)OC2
→ 1.1%, -0.9%
- COc1ccc(N2C(=O)c3cccc4c(NC(CO)(CO)CO)ccc(c34)C2=O)cc1
→ 7.6%, 0.1%
- C=CCNC(=S)Nc1ccccc1NC(=S)NCC=C
→ 2.5%, -3.5%
- Cc1cccc(NC(=O)CN(C)S(=O)(=O)c2cnc[nH]2)c1
→ 4.4%, 3.7%
- COc1ccccc1NC(=O)N1CCCC(c2nc3c(nnn3Cc3ccc(C)cc3)c(=O)[nH]2)C1 (stereo not given)
→ 0.3%, 2.3%
- Cn1c(SCC(=O)NCc2ccc3c(c2)OCO3)nnc1-c1cc2ccccc2cc1O
→ 4.4%, -5.7%
- COc1ccc2[nH]c(C)c(CN3CCCCC3)c(=O)c2c1
→ 4.2%, -7.7%
- O=C(Oc1ccc(Br)cc1)C1CC(=O)N(c2ccc(F)cc2)C1 (stereo not given)
→ 5.2%, -2.6%
- N#Cc1nc(Cc2ccccc2)oc1N1CCC(Cc2ccccc2)CC1
→ 0.0%, -6.6%

# A portion of the library; count on the stated rates, not on these rows.
